APJ ag: agonists of human apelin receptor APJ, primary screen, CHO-K1 cells, PathHunter beta-arrestin, luminescence; P35414; 0% DMSO wells, 100% apelin; activation, % at 20 µM; 330,000 compounds, 0.11% hits; AID 2520, 2010;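 active = activation more than six SD over the plate average, tested at 20 µM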;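 also: 0% = DMSO alone and 100% = apelin-13 at 10 nM; some results filed as inactive read as strong as hits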
Target sequence (P35414 whole entry, looked up): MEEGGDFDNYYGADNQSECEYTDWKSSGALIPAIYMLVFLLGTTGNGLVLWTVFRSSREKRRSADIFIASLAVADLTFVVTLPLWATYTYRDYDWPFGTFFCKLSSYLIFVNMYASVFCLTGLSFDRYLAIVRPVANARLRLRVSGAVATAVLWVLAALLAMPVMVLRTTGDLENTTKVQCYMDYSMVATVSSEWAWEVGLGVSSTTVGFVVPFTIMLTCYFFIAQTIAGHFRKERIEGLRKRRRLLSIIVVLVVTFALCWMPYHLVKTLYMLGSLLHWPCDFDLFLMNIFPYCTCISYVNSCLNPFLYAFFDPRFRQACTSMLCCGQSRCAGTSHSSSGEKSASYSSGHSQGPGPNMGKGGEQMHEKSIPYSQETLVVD
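Assay system: CHO-K1 APJ beta-arrestin complementation cell line / Compound: single test compound dose, 20 µM final, 1% DMSO / Times: overnight seeding, 90 min compound at 25 °C, 1 h detection / Technique: beta-gal luminescence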
tim23-1 inh: growth inhibitors of tim23-1 mutant yeast, primary screen, luminescence, uHTS | S. cerevisiae tim23-1 growth, BacTiter-Glo luminescence, 24 h | inhibition, % at 20 µM | 330,000 compounds, 1.3% hits | AID 463212, 2010;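 active = growth inhibition of the mutant yeast at or above 50%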;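 also: temperature-sensitive mutant grown at 25 °C; plate controls were DMSO-treated mutant yeast for no effect and medium wells lacking yeast for full effect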
APJ antag: antagonists of human apelin receptor APJ, primary screen, CHO-K1 cells, beta-arrestin complementation, luminescence. P35414. inhibition, % at 20 µM. AID 2521, 2010. 330,000 compounds, 0.32% hits;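 active = inhibition above about 40% at 20 µM, limit read from the data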;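 also: cells challenged with 10 nM apelin-13 agonist together with compound; plate controls were apelin-13 plus DMSO wells for no effect and DMSO wells lacking apelin-13 for full effect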
tim10-1 inh: growth inhibitors of tim10-1 mutant yeast, primary screen, luminescence, uHTS; S. cerevisiae tim10-1 ts strain growth, BacTiter-Glo, 24 h; 330,000 compounds, 2.2% hits; inhibition, % at 20 µM; AID 463190, 2010;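 active = inhibition of at least 40%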;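 also: mutant grown at 25 °C; 0% = DMSO wells with yeast and 100% = wells holding no yeast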
TIM10 inh: growth inhibitors of isogenic TIM10 control yeast, primary screen, counter-screen for tim10-1 yeast inhibitor project, luminescence, uHTS | inhibition, % at 10 µM | 330,000 compounds, 1.4% hits | S. cerevisiae TIM10 strain growth, BacTiter-Glo luminescence, 24 h;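 active = inhibition of 40% or more at the single tested concentration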;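 also: wild-type TIM10 isogenic control strain grown at permissive 25 °C; 0% = DMSO yeast wells and 100% = minimal medium wells without yeast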
CXCR6 block: CXCR6 receptor inhibitors, primary screen, cell-based, beta-arrestin, luminescence, CHO-K1 PathHunter, 1536-well. inhibition, % at 20 µM. 360,000 compounds, 0.36% hits; in the data active = inhibition above about 34%, passing the limit was not always enough;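 also: antagonist mode with CXCL16 agonist at 10 nM final; 0% = 10 nM CXCL16 with DMSO and 100% = unstimulated wells without agonist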
Target sequence (O00574 whole entry, looked up): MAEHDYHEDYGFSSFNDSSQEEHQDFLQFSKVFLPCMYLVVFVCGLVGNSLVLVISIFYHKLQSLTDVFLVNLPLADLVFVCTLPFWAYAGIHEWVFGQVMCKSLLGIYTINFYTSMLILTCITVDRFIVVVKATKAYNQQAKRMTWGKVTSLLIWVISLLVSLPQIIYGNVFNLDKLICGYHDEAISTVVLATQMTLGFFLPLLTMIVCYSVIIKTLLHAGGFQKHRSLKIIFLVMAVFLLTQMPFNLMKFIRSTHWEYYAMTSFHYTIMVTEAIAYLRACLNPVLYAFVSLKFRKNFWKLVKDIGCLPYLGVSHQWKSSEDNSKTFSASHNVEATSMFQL
UPR XBP1 act: activators of adaptive XBP1 UPR arm, primary screen, cell-based, CHO-XBP1 luciferase reporter, luminescence, uHTS | IRE1-XBP1 UPR activation; percent of tunicamycin response, DMSO as zero | activation, % at 20 µM | 330,000 compounds, 0.33% hits;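 active = versus positive control, 20 µM dose yields 30% or more activation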;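 also: 100% = tunicamycin at 10 µg/mL and 0% = DMSO only wells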
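Test system: CHO-XBP1 luciferase reporter cells | Buffer or medium: Serum-containing F12 medium, 10% FBS | Schedule: 6 h compound exposure at 37 °C, 5% CO2 | Detection: Steady-Glo luciferase glow luminescence, 10 min after reagent addition | Read-out basis: Activation, % of tunicamycin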
UPR CHOP act: activators of apoptotic CHOP UPR arm, primary screen, cell-based, CHO-CHOP luciferase reporter, luminescence, uHTS | UPR activation; percent of tunicamycin response over DMSO baseline | activation, % at 10 µM | 330,000 compounds, 0.34% hits | AID 449763, 2010;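 active = at 10 µM dose, activation of 40% or more, normalized to positive control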;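 also: 100% = tunicamycin at 10 µg/mL and 0% = DMSO alone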
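Test system: CHO-CHOP cells, stable luciferase reporter of PERK-eIF2a-CHOP signalling | Quantity: 500 CHO-CHOP cells per well | Buffer or medium: F12 plus 10% serum | Compound dosing: 10 µM single point, 0.5% DMSO | Schedule: 6 h compound treatment, 37 °C | Signal: Luciferase luminescence | Control set: Tunicamycin high control, DMSO low control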
Mdm2-MdmX inh: inhibitors of human Mdm2-MdmX association, primary screen, cell-based, luminescence, split luciferase, SaOS-2, uHTS; Protein Mdm4 (Homo sapiens) + E3 ubiquitin-protein ligase Mdm2 (Homo sapiens), …; SaOS-2 split-luciferase Mdm2/MdmX complementation; inhibition, % at 8 µM; 330,000 compounds, 3% hits; AID 485346, 2010;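 active = inhibition of at least 50% at 8 µM in the primary screen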
Active calls of the source: *; / = not tested or not shown. These rows are one share of the data; the hit share may differ from the screen's.

SMILES	APJ ag	tim23-1 inh	APJ antag	tim10-1 inh	TIM10 inh	CXCR6 block	UPR XBP1 act	UPR CHOP act	Mdm2-MdmX inh
O=C(CCCN1C(=O)c2cccc3cccc(c23)C1=O)NCc1cccnc1	-1	0	15	3	-14	-7	-2	0.2	-19
O=S(=O)(c1ccc(OCC(O)CNC23CC4CC(CC(C4)C2)C3)c(Cl)c1)N1CCOCC1 (stereo not given)	-1	14	-1	7	10	2	1	-1.0	27
CC(C)(CNC(=O)CC1C(=O)NCCN1Cc1cccc(F)c1F)N1CCOCC1 (stereo not given)	-1	3	19	3	4	-3	-2	-0.3	-14
CC(C)OC(=O)c1cccc(C(=O)Oc2ccccc2)n1	-1	24	7	25	16	8	-3	-1.3	21
N#Cc1ccccc1NC(=O)COC(=O)c1cccs1	1	-4	0	-2	-9	-6	-2	0.3	11
Cc1c(C(=O)OCC(=O)N2CCCCC2C)oc2ccccc12 (stereo not given)	-5	30	-1	1	7	-2	1	4.3	-34
CC1=C(C#N)C(Nc2cc(C)ccn2)(C(F)(F)F)C(=O)N1 (stereo not given)	-2	2	0	17	-3	-1	-2	-1.0	12
Nc1scc(-c2ccncc2)c1Cl	-4	27	18	23	20	2	1	4.8	0
COc1ccc(/C=C2\SC(=S)N(C(C(=O)O)c3ccccc3)C2=O)c(OC)c1 (stereo not given)	-1	24	20	14	-8	7	0	0.2	2
Cc1cc(C(=O)NNC(=O)c2ccc(NC(=O)CC#N)cc2)c(C)o1	-1	8	15	0	15	-2	-2	1.1	-10
N#CCCCSc1nnc(Cc2ccc3c(c2)OCO3)o1	2	13	6	10	8	11	-1	3.8	0
Cc1ccc(OCC(=O)Nc2oc(-c3ccccc3)c(-c3ccccc3)c2C#N)cc1	-4	-8	6	18	-7	2	-3	-0.8	-6
O=C1c2ccccc2C(=O)N1Cc1nc(-c2ccncc2)no1	-4	4	3	18	-1	-7	0	-0.6	5
O=C(CCCn1c(=O)[nH]c2ccccc2c1=O)N1CCN(c2ccccn2)CC1	-2	6	5	22	3	3	-1	-1.9	-2
Cc1ccc(CNC(=O)C2CCC(=O)N(Cc3cccc(C(F)(F)F)c3)C2)o1 (stereo not given)	1	5	-2	24	6	-9	-1	0.1	0
Cc1cc(NC(=O)CSc2nc(=O)cc(N)n2-c2ccc(C)c(C)c2)no1	5	14	12	-5	-2	-2	-5	-0.2	17
Cn1c(CNC(=O)c2ccccc2F)nnc1SCC(=O)Nc1nncs1	0	-5	-6	-10	5	-2	1	0.9	13
CC1CCCN(C(=O)CN2C(=O)NC(C)(c3ccc4ccccc4c3)C2=O)C1 (stereo not given)	-7	11	8	0	-5	5	2	1.2	24
CS(=O)(=O)N(CCc1ccccc1)CC(=O)NCc1ccc2c(c1)OCO2	-3	10	15	6	1	-2	-3	-0.8	14
COc1ccc(CSc2n[nH]c(C)n2)cc1[N+](=O)[O-]	-4	-2	-11	-2	-8	4	-2	0.0	13
O=S(=O)(NCc1ccco1)c1cnc(Cl)c(Br)c1	0	15	0	10	2	6	-2	0.0	18
Cc1ccc(NC(=O)NC2CCCCCCC2)cc1C	-3	20	-5	3	-2	-1	6	7.4	8
COc1cccc(NC(=O)CN(C)C(C)C(=O)Nc2ccc(C(C)=O)cc2)c1 (stereo not given)	-3	2	18	-5	-8	-1	-2	-0.8	21
CCc1ccc(NC(=O)C2=CC=CN3CCS(=O)(=O)N=C23)cc1	-4	-10	17	3	3	-4	3	0.2	15
CCN(CC(=O)NCc1cccs1)C(=O)c1ccccc1F	-2	11	-1	0	-3	-5	0	0.1	13
Cc1cnc(NC(=O)CCCc2nc3ccccc3s2)s1	-1	8	-1	17	-11	-1	-5	-2.8	90*
COc1ccc(/C=C2\SC(=O)N(CCC(=O)N3CCN(C)CC3)C2=O)cc1	-2	5	6	1	-10	-14	0	4.5	-9
Cc1cc(C)c(NC(=O)C(C)c2cccc(C(=O)c3ccccc3)c2)c(C)c1 (stereo not given)	1	40	2	14	12	13	0	-0.5	17
CCOC(=O)C1=C(C)C2C3C(=O)N(c4ccccc4C)C(=O)C3C1(C)C1C(=O)N(c3ccccc3C)C(=O)C21 (stereo not given)	0	15	3	2	-10	-2	-1	0.8	29
CCOC(=O)C1=C(C)Nc2ncnn2C1c1c[nH]c2ccccc12 (stereo not given)	1	4	-1	0	7	2	0	-0.6	-15

As a working copy, 3 of the compounds above.
SMILES	APJ ag	tim23-1 inh	APJ antag	tim10-1 inh	TIM10 inh	CXCR6 block	UPR XBP1 act	UPR CHOP act	Mdm2-MdmX inh
Cc1cc(C)c(NC(=O)C(C)c2cccc(C(=O)c3ccccc3)c2)c(C)c1 (stereo not given)	1	40	2	14	12	13	0	-0.5	17
CCOC(=O)C1=C(C)C2C3C(=O)N(c4ccccc4C)C(=O)C3C1(C)C1C(=O)N(c3ccccc3C)C(=O)C21 (stereo not given)	0	15	3	2	-10	-2	-1	0.8	29
CCOC(=O)C1=C(C)Nc2ncnn2C1c1c[nH]c2ccccc12 (stereo not given)	1	4	-1	0	7	2	0	-0.6	-15

Further structures:
SMILES	APJ ag	tim23-1 inh	APJ antag	tim10-1 inh	TIM10 inh	CXCR6 block	UPR XBP1 act	UPR CHOP act	Mdm2-MdmX inh
O=C(O)c1cccc(NC(=O)c2cccc(S(=O)(=O)N3CCc4ccccc4C3)c2)c1	-4	6	1	1	-12	10	5	0.3	8
COC(=O)[C@H](Cc1c[nH]c2ccccc12)NC(=O)Cc1c[nH]c2ccccc12	-2	12	2	11	-2	-2	-5	-1.0	15
Cc1ccc(Nc2ccccc2)cc1	8	12	-7	7	-6	-7	2	3.4	-10
CC(=O)N1CCN(Cc2nc(C(c3ccccc3)c3ccccc3)no2)CC1	-5	-1	2	22	3	3	-2	1.2	4
COc1cc2nc(C3CCC3)n(NC(=O)COc3ccccc3)c(=O)c2cc1OC	-5	14	-11	19	2	-2	-2	0.0	-19
CCOc1ccc(OCCC(=O)OCC(=O)N2CCN(S(=O)(=O)c3ccc(Cl)cc3)CC2)cc1	1	30	-12	36	22	3	-10	3.9	27
CSCCC(NC(=O)c1ccccc1Cl)C(=O)NCC1COc2ccccc2O1 (stereo not given)	-1	22	11	16	20	-5	-1	1.5	15
CC(=O)c1cc(NC(=O)c2ccc(C)cc2)c(=O)oc1C	-3	29	10	35	17	8	-3	1.8	26
CCOC(=O)CN1N=C(/C=C/c2ccccc2)CCC1=O	-1	2	-8	5	-19	2	-2	-1.3	6
Cc1nc2ccccc2c2nc(NC(=O)Cc3ccccc3)nn12	-5	9	0	12	4	-11	1	-1.5	-10
O=C(NCCCO)C(=O)Nc1cc2c3c(c1)CCC(=O)N3CCC2	-2	3	-1	16	5	-2	-7	-0.4	24
O=S(=O)(Nc1ccc2c(c1)OCCO2)c1ccc(F)cc1	-1	10	-7	20	4	-7	0	0.6	2
CC(=O)Nc1cccc(NC(=O)CSc2nc(C3CC3)nc3ccccc23)c1	2	-2	22	-11	2	-8	8	0.5	72*
CCC(Cc1ccccc1)NC(=O)C1CCC(CNc2c(N3CCCC3)c(=O)c2=O)CC1 (stereo not given)	-1	10	-12	10	8	-7	0	0.7	0
Cc1ccc(OCC(O)CN2CCN(CC(O)COC(C)C)CC2)c(C(C)(C)C)c1 (stereo not given)	-1	-4	-10	-1	10	8	-1	-3.0	-6
COc1ccc(CC(=O)NCC(=O)N/N=C(/C)c2ccco2)cc1	-2	10	5	8	7	4	-3	-0.4	6
COc1ccc(-n2cc(C(=O)c3cc4ccccc4oc3=O)c(C(C)=O)n2)cc1	1	15	-10	2	3	-3	4	2.4	39
CC(=O)Nc1c(O)nc(C)[nH]c1=O	-3	-8	3	11	2	/	0	0.4	-2
COc1cc(NC(=O)c2ccco2)c(OC)cc1NC(=O)c1cc(OC)c(OC)c(OC)c1	8	21	-22	29	30	-8	-2	-0.8	49
CC(C)(C)n1ncc2c(=O)n(CC(=O)Nc3ccc4c(c3)OCCO4)cnc21	-1	17	15	-37	-4	-2	-5	-0.5	17
CCOc1ccc(NC(=O)CN2CCN(CC(=O)Nc3ccc(OC)cc3OC)CC2)cc1	-3	9	-15	4	-27	6	0	2.3	-11
CSc1nnc(-c2ccccc2SC)o1	-1	17	-1	-2	-1	-2	-1	1.4	-15
O=C(Nc1ccccc1Br)C1CCN(C(=O)Cc2ccccc2)CC1	4	12	-3	18	9	-3	-3	1.9	2
O=C(Cn1nc(-c2ccc3c(c2)OCCO3)ccc1=O)Nc1ccc(-n2cnnn2)cc1	-1	-2	-34	-12	1	0	-1	0.1	20
CC1CCN(S(=O)(=O)c2ccc3c(c2)N(CC(=O)NCCCOC(C)C)C(=O)CS3)CC1	-3	9	13	23	2	7	-3	1.0	-4
CCn1cc([N+](=O)[O-])c(C(=O)Nc2ccn(Cc3ccccc3)n2)n1	1	8	-18	3	-5	2	0	0.9	-4
CC(C(=O)NC1CCCC1)N(c1ccc(Oc2ccccc2)cc1)S(C)(=O)=O (stereo not given)	-2	29	7	4	4	-5	0	-0.2	2
CCN(CC)S(=O)(=O)c1cc(C(=O)N=c2sccn2C)ccc1OC	0	16	-15	5	-5	-8	-4	0.1	23
COc1ccccc1N1CCN(S(=O)(=O)c2cc(C(F)(F)F)cc(C(F)(F)F)c2)CC1	-5	8	23	3	18	8	3	-0.3	6
Cc1ccc(S(=O)(=O)N(C)CC(=O)OCC(=O)NC(=O)Nc2ccc3c(c2)OCCO3)cc1	-3	17	1	12	12	-1	2	1.6	2
O=C(c1ccc2c(c1)OCO2)N(CC1CCCO1)C1(C(=O)NC2CCCCC2)CCCCC1 (stereo not given)	-3	17	-1	26	23	13	1	1.9	0
COc1cc2oc3cc(C)oc(=O)c3c2cc1OC	1	-2	-1	3	5	-9	0	-0.1	25
COc1ccc(NS(=O)(=O)c2csc(C(N)=O)c2)cc1OC	0	1	-14	-5	1	-1	-4	0.9	-3
Cc1c(NC(=O)CSc2ncn[nH]2)c(=O)n(-c2ccccc2)n1C	-2	0	28	-18	-8	5	-2	1.1	9
CC1CCC(=O)N(CCSc2ccccc2)CC1 (stereo not given)	-3	19	-60	9	-9	-4	-4	2.2	-85
O=C(CN(Cc1ccccc1)S(=O)(=O)c1ccc(Br)cc1)N/N=C/c1ccccc1C(=O)O	-3	13	0	11	27	-2	-2	-1.1	-5
O=C(OCc1ccc([N+](=O)[O-])cc1)c1cnc(Cl)c(Cl)c1	1	8	-9	5	7	16	0	-0.4	23
CC1(C)CC(NS(=O)(=O)c2ccc(S(=O)(=O)N3CCOCC3)cc2)CCO1 (stereo not given)	-3	-3	-3	0	-7	1	-3	-2.0	9
CCOc1cc(Br)c(COc2ccc(C)nc2[N+](=O)[O-])cc1OCC	-2	19	-16	-2	11	1	-2	1.4	2
